Assay outcomes (PubChem)
Eya2 inh = inhibitors of human Eya2 phosphatase activity; O00167; recombinant Eya2, OMFP fluorescence dephosphorylation (OMFP is methylfluorescein phosphate); Potency, µM (top dose mostly 76.9 µM), without a hit: top-dose activity, negative = inhibition, actives largely listed as inhibitors; 330,000 tested, 0.006% active; AID 488837; note: potency is the fitted concentration of half-maximal effect; % is set by controls: 0 for no effect and ±100 for the full control effect
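Eya2 (0.2 uM) preincubated 10 min at ambient with compound, then OMFP substrate added at 50 uM; 10 min reaction in 50 mM HEPES pH 7.5, 50 mM NaCl, 5 uM MgCl2, 0.05% BSA, 1 mM DTT. Fluorescence read at Ex 485/Em 525 nm.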
TSHR antagonist = human thyrotropin receptor antagonism; P16473; TSHR-expressing cells, TSH-stimulated cAMP HTRF, 2 h; hits give low values; activity change, negative = inhibition, % at 11.5 µM; 330,000 tested, 0.2% active;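 active = activity change below a set negative limit, meaning inhibition stronger than a set level, cut at about -70% in these data; inconclusive = activity change between two set negative limits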; note: % is set by controls: 0 for no effect and ±100 for the full control effect
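Cell-based HTRF cAMP assay; TSHR cells + compound, TSH EC80 (4nM final), 2 h, 37 deg C. Lysis with anti-cAMP cryptate and cAMP-d2, 30 min RT, read 665/620 nm.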
Menin MLL FP TR = inhibitors of human menin-MLL interaction, mutant MLL peptide | O00255 | Menin + Texas Red MLL mutant peptide, fluorescence polarization | Potency, µM (doses to about 61.6 µM), for inactives: at the top dose FP activity change, negative = inhibition, actives largely listed as inhibitors | 270,000 tested, 0.23% active; active = well fitted inhibition curve with a large enough effect in the polarisation, with a control signal flat, not every such curve was filed as active; inconclusive = small, poorly fitted or top-dose-only effect, or effect the other way, or a change in a side signal; inactive = no such curve, though single readings can be large or run the other way; the % refers to the polarisation; note: potency is the fitted concentration of half-maximal effect; % of control where 0% means no effect; many of its hits are not listed in these tables
MBNL1 CUG block = blocks human MBNL1 binding to CUG repeat RNA. Q9NR56. TR-FRET MBNL1-His/biotin-(CUG)12 binding, 665/545 ratio. Potency, µM (titrated, usually from 57.5 µM), inactives show top-dose activity change, negative = inhibition, actives largely listed as inhibitors. 280,000 tested, 0.036% active. AID 2675; active = well fitted inhibition curve with a large enough effect in the signal ratio, with a control signal flat, not every such curve was filed as active; inconclusive = small, poorly fitted or top-dose-only effect, or effect the other way, or a change in a side signal; inactive = no such curve, though single readings can be large or run the other way; the % refers to the signal ratio; note: potency is the fitted concentration of half-maximal effect; % is set by controls: 0 for no effect and ±100 for the full control effect
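Inhibition of protein-RNA binding appears as loss of TR-FRET between terbium anti-His antibody on MBNL1-His and streptavidin-XL665 on biotin-(CUG)12. Activity is normalized to buffer-only and uninhibited-complex controls.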
ASM inhibitor = human S-ASM enzyme inhibition. P17405. placental ASM, HMU-PC fluorogenic substrate, 60 min. Potency, µM (highest dose often 57.5 µM), for the others: top-dose activity change, negative = inhibition, actives largely listed as inhibitors. 340,000 tested, 0.006% active; note: potency is the fitted concentration of half-maximal effect
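Human placenta-derived ASM preincubated with compound 10 min at room temperature, then reacted with 9 uM (final) fluorogenic HMU-PC substrate for 60 min at 37 C. Stop solution raises pH to 10; fluorescence read at Ex 386/Em 447 nm.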
Mito fusion yeast = inhibitors of mitochondrial division or activators of mitochondrial fusion. S. cerevisiae fusion-defective mutant growth rescue, CellTiterGlo 48 h. Potency, µM (titrated, usually from 46.1 µM), inactives show at the top dose growth rescue (activation), most hits filed as activators. 320,000 tested, 0.23% active;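 note: potency is the fitted concentration of half-maximal effect; % of control where 0% means no effect; nearly all actives have a fitted effect of over 45% in size; temperature-sensitive fusion mutants such as fzo1-1 at 37 °C on non-fermentable ethanol glycerol medium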
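S. cerevisiae fusion-defective temperature-sensitive mutants (e.g. fzo1-1, mgm1-5) grown 48 h at 37C in YPEG (ethanol/glycerol non-fermentable) medium with 23 nl compound per well; growth rescue read as CellTiterGlo luminescence.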
BCR signal inh = inhibitors of chronic active B-cell receptor signaling; 340,000 tested, 0.05% active; AID 493014; Potency, µM (doses to about 46.1 µM), inactives show top-dose ratio change, negative = lower green/red ratio, hits mostly inhibitors; ABC-DLBCL IkBa-CBG/CBR reporter, luminescence ratio, 4 h; active = well fitted inhibition curve with a large enough effect in the signal ratio, with a control signal flat, not every such curve was filed as active; inconclusive = small, poorly fitted or top-dose-only effect, or effect the other way, or a change in a side signal; the % refers to the signal ratio;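 note: potency is the fitted concentration of half-maximal effect; plate controls were basal doxycycline-induced cells for no effect and cells given 10 µM MG132 for full effect; MG132 reads +100%, hits lower the ratio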
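TMD8 ABC-DLBCL cells carrying doxycycline-inducible green luciferase fused to IkappaBalpha plus unfused red luciferase were exposed to compounds (up to 46 uM) for 4 hrs at 37C. Activity came from the overlap-corrected green/red luminescence ratio.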
KCNH2 WT inh = inhibitors of human wildtype KCNH2 potassium channel | 340,000 tested, 0.37% active | activity change, % at 1.84 µM | U2OS, BacMam KCNH2, thallium flux FluxOr; hits give low values | AID 720551 | Q12809;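 active = maximum activity change below -70%; inconclusive = maximum activity change between -70% and -50%; inactive = maximum activity change above -50%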; note: % is set by controls: 0 for no effect and ±100 for the full control effect
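U2OS cells transduced with wild-type KCNH2 virus are loaded with FluxOr dye for 45 min, and thallium flux is measured in kinetic reads before and after stimulation buffer. Rate constants are normalized to DMSO controls.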
PKM2 activator = activators of human pyruvate kinase M2 | purified PKM2, Kinase-Glo ATP luminescence, activation; response scale: 0% is enzyme alone, no compound | Potency, µM (doses to about 57.5 µM), for the others: top-dose activation, actives largely listed as activators | 260,000 tested, 0.34% active; note: potency is the fitted concentration of half-maximal effect; % is set by controls: 0 for no effect and ±100 for the full control effect; nearly all actives have a fitted effect of over 55% in size
Target sequence (P14618 whole entry, looked up): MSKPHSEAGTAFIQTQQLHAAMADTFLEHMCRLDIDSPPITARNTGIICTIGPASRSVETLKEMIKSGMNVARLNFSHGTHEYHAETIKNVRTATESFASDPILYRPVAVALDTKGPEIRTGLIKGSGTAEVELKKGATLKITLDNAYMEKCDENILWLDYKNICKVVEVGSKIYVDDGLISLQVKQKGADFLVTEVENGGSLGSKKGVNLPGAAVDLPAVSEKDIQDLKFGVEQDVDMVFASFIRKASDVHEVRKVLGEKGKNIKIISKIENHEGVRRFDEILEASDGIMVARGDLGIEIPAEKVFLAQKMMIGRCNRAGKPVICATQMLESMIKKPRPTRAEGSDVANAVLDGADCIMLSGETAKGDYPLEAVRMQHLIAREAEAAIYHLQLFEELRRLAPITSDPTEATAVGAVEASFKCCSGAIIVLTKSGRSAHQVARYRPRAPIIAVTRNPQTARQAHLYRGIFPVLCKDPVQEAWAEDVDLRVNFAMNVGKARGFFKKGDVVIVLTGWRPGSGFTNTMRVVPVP
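Purified hPK-M2 (>95% pure) converted ADP (0.1 mM final) to ATP with 0.5 mM PEP in 50 mM imidazole pH7.2, KCl, MgCl2, Tween 20, BSA; 1 h at room temperature. ATP detected by Kinase-Glo luminescence.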
GALK inh = blocks human galactokinase activity | P51570 | Purified GALK, Kinase-Glo residual ATP luminescence | Potency, µM (doses to about 57.5 µM), without a hit: at the highest dose activity change, negative = inhibition, hits mostly inhibitors | 270,000 tested, 0.007% active; note: potency is the fitted concentration of half-maximal effect; % is set by controls: 0 for no effect and ±100 for the full control effect
Target sequence (P51570 whole entry, looked up): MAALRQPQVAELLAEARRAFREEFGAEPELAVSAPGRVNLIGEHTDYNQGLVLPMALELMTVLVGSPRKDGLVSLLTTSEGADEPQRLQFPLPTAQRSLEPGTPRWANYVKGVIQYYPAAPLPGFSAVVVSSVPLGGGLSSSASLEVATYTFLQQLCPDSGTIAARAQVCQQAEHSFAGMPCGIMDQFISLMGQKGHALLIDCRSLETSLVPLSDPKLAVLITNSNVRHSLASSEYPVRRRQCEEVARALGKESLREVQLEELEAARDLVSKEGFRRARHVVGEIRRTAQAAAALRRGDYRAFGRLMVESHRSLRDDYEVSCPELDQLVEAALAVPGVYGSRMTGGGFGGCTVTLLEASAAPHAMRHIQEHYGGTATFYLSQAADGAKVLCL
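Human GALK (5 nM) with 35 uM ATP and 100 uM galactose in 20 mM HEPES pH 8.0, 5 mM MgCl2, 60 mM NaCl, 1 mM DTT, 0.01% BSA. After 1 h at room temperature, leftover ATP was read by Kinase-Glo Plus luminescence.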
USP2a inh = inhibitors of human ubiquitin-specific protease USP2a. USP2 core, Ub-CHOP2 coupled fluorogenic reporter, 485/531. O75604. Potency, µM (titrated, usually from 38.3 µM), for inactives: at the highest dose activity change, negative = inhibition, hits mostly inhibitors. 330,000 tested, 0.01% active;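 note: potency is the fitted concentration of half-maximal effect; plate controls were DMSO wells for no effect and full inhibition by NEM control for full effect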
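USP2 core (10nM final) preincubated 30min RT with compound in 20mM Tris-HCl pH 8.0, 2mM CaCl2, 2mM beta-mercaptoethanol, 0.05% CHAPS; 25nM Ub-CHOP2 plus 25nM reporter substrate added, fluorescence (Ex485/Em531) read after 60min.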
* marks the source's active call; other numbers are inactive results; i = inactive; ? = inconclusive; . = not tested or not shown. Unless noted, calls come from the whole dose curve; as a rule, active = well fitted curve in the direction sought with a large enough effect; inconclusive = small, poorly fitted or top-dose-only effect, or another doubt; inactive = no such curve, though single readings can be large; an effect the other way counts as inactive or inconclusive. This is a subset; count on the stated rates, not on these rows.

No. | smiles | Eya2 inh | TSHR antagonist | Menin MLL FP TR | MBNL1 CUG block | ASM inhibitor | Mito fusion yeast | BCR signal inh | KCNH2 WT inh | PKM2 activator | GALK inh | USP2a inh
1 | Cc1ccc(N2C(=O)C3C(C2=O)C2C=CC3C23CC3)c([N+](=O)[O-])c1 (configuration not stated) | -25% | -2 | -21% | . | 2% | 3% | 0% | -4 | 3% | 1% | 1%
2 | COc1ccc(Cl)cc1NC(=O)CN1CCC(n2nnc3cc(F)ccc32)CC1 | -10% | -3 | 3% | -14% | -4% | 8% | 3% | -2 | 1% | -2% | 0%
3 | O=S(=O)(c1ccccc1Cl)N1CCCC(c2nc(-c3cccnc3)no2)C1 (configuration not stated) | 6% | -14 | -20% | -1% | 0% | 11% | -19% | 32 | 2% | -3% | -2%
4 | COc1cccc(C(=O)NN2CC(O)=C(c3nc4ccccc4s3)C2=N)c1 | -13% | -5 | 21% | 10% | -2% | 0% | -7% | 0 | 1% | 0% | 0%
5 | Cc1ccc(/C=C\c2nccc3c2[nH]c2ccccc23)cc1 | 4% | 4 | ? | 15% | i | -1% | ? | 3 | -7% | -1% | -8%
6 | COc1ccc(C(=O)NC2CCN(C(=S)Nc3ccc(C)cc3)CC2)cc1 | 1% | -12 | 1% | 7% | -2% | 3% | ? | i | -1% | -3% | -3%
7 | Cc1cccc(OCc2nnc(SC(C)C(=O)O)n2-c2ccccc2)c1 (configuration not stated) | 2% | -12 | -27% | -3% | -2% | 3% | 0% | 3 | 1% | 0% | -4%
8 | COc1cccc(CN(CC2CCCO2)C(=O)c2cc3ccccc3oc2=O)c1 (configuration not stated) | -4% | 3 | 4% | 21% | 1% | -2% | 23% | -3 | -1% | -2% | 1%
9 | O=C(O)c1ccccc1C(=O)N1N=C2/C(=C/c3cccc([N+](=O)[O-])c3)CCCC2C1c1cccc([N+](=O)[O-])c1 (configuration not stated) | -21% | 0 | ? | 12% | 2% | -4% | 5% | -17 | 23% | -1% | -4%
10 | COc1cc(OC)cc(C(=O)N2CCN=C2SCc2cccnc2)c1 | 17% | 18 | 0% | -2% | 3% | -1% | -4% | -3 | 3% | 1% | 4%
11 | C/C(=C\C(=O)c1ccccc1)NNC(=O)c1ccc(Cl)cc1 | -11% | -8 | 26% | 7% | -3% | 2% | ? | -16 | 2% | -3% | -1%
12 | O=C(COC(=O)c1ccccc1O)Nc1cccnc1Cl | 10% | -7 | 6% | 12% | -2% | 1% | ? | 4 | -3% | -3% | 2%
13 | CCCCOc1ccc(C(=O)Nc2ccc(CN3CCOCC3)cc2)cc1 | -16% | -29 | 1% | -1% | 3% | ? | 1% | 3 | 1% | 1% | -1%
14 | Cc1cccc(N2Cc3ccccc3C2=NC(=O)c2ccc(Cl)nc2)c1 | 4% | -11 | 2% | . | 0% | 10% | -1% | 4 | 7% | 1% | 0%
15 | CCC(C)(C)n1nnnc1C(c1ccncc1)N1CCC(C)CC1 (configuration not stated) | -18% | -4 | 16% | -14% | 6% | 6% | -1% | 0 | 8% | 2% | 0%
16 | N/C(=N\c1nc2ccccc2o1)NC(=O)/C=C/c1ccccc1 | 3% | -5 | . | . | 1% | -4% | 13% | -10 | -4% | -3% | -1%
17 | Cc1ccccc1S(=O)(=O)Cc1ccc(C(=O)NCCN(C)Cc2ccccc2)o1 | -6% | 36 | -6% | -13% | -2% | 23% | -1% | 28 | . | 4% | 0%
18 | Cc1ccc(CCN2CC(C(=O)NCCC(C)C)CC2=O)cc1 (configuration not stated) | -22% | 0 | -17% | -1% | 4% | 12% | ? | 5 | . | -3% | 7%
19 | CCN(CC)CC(C)OC(=O)c1cc(OC)c(OC)c(OC)c1 (configuration not stated) | -7% | 3 | 0% | -10% | 2% | 2% | 1% | -3 | -4% | 1% | 0%
20 | CCCCC1CCC(C(=O)N(CC(C)C)c2c(N)n(CCCC)c(=O)[nH]c2=O)CC1 (configuration not stated) | 5% | 4 | . | . | 1% | 4% | 8% | 1 | . | . | 1%
21 | O=C(NCCCN1CCCC1=O)C1CCN(S(=O)(=O)c2c(Cl)cccc2Cl)CC1 | -24% | -9 | . | . | 0% | 0% | -12% | -2 | . | . | -1%
22 | COc1cc(C(=O)NC(=S)N2CCN(C)CC2)cc(OC)c1OC | -8% | -2 | . | . | 3% | . | -1% | 1 | . | . | 1%
23 | COc1ccc(S(=O)(=O)n2nc(OC(=O)c3ccccc3)cc2N)cc1 | -8% | 11 | -1% | -10% | -4% | -7% | -9% | 7 | 3% | 2% | 0%
24 | CC(C)Oc1ccc2c(c1)OC(c1ccccc1)(C(F)(F)F)NC2=O (configuration not stated) | -8% | -4 | 0% | -6% | -1% | 6% | 2% | -6 | -1% | 3% | -4%
25 | O=C(NCc1cc(C(F)(F)F)ccc1Cl)c1cccc2c1C(=O)c1ccc(N3CCCCC3)cc1S2(=O)=O | -13% | -6 | . | . | -12% | . | 2% | -25 | . | . | 3%
26 | CN1CCC/C1=C/C=C1\SC(=S)NC1=O | ? | -22 | 3% | ? | -9% | -6% | 5% | -13 | -4% | -1% | ?
27 | CCOC(=O)c1c(NC(=O)c2ccn(CC)n2)sc2c1CCCC2 | -32% | 4 | 18% | 8% | -4% | 11% | 4% | -16 | 11% | 0% | -3%
28 | Cc1ccc(CNC(=O)C2CCN(S(=O)(=O)N3CCCC3)CC2)cc1 | 5% | -2 | . | 5% | 1% | -1% | 4% | -13 | . | 1% | -2%
29 | CCn1cc(CCC(=O)NC2CCCC2)c2ccccc21 | -5% | 0 | -12% | -4% | 1% | -11% | -2% | -2 | . | . | -5%
30 | CN(CC(=O)Nc1cccc(S(=O)(=O)NC2=NCCCCC2)c1)Cc1ccc(C(C)(C)C)cc1 | -13% | -3 | ? | 9% | 11% | 0% | -9% | 17 | 0% | 1% | -2%
31 | CN(C)CCNC(=O)C(=O)NCC1OCCN1S(=O)(=O)c1ccc([N+](=O)[O-])cc1 (configuration not stated) | 1% | 17 | 11% | ? | 1% | 1% | -1% | 8 | -13% | 2% | 4%

Record cards, from the list above:
Record of O=C(NCCCN1CCCC1=O)C1CCN(S(=O)(=O)c2c(Cl)cccc2Cl)CC1 : Eya2 inh: -24%; TSHR antagonist: -9; Menin MLL FP TR: .; MBNL1 CUG block: .; ASM inhibitor: 0%; Mito fusion yeast: 0%; BCR signal inh: -12%; KCNH2 WT inh: -2; PKM2 activator: .; GALK inh: .; USP2a inh: -1%
Record of Cc1cccc(N2Cc3ccccc3C2=NC(=O)c2ccc(Cl)nc2)c1 : Eya2 inh: 4%; TSHR antagonist: -11; Menin MLL FP TR: 2%; MBNL1 CUG block: .; ASM inhibitor: 0%; Mito fusion yeast: 10%; BCR signal inh: -1%; KCNH2 WT inh: 4; PKM2 activator: 7%; GALK inh: 1%; USP2a inh: 0%

Reformatted with two lines to a compound: part of the list above
Below each compound – Eya2 inh | TSHR antagonist | Menin MLL FP TR | MBNL1 CUG block | ASM inhibitor | Mito fusion yeast | BCR signal inh | KCNH2 WT inh | PKM2 activator | GALK inh | USP2a inh
3	O=S(=O)(c1ccccc1Cl)N1CCCC(c2nc(-c3cccnc3)no2)C1 (configuration not stated)
  6% | -14 | -20% | -1% | 0% | 11% | -19% | 32 | 2% | -3% | -2%
4	COc1cccc(C(=O)NN2CC(O)=C(c3nc4ccccc4s3)C2=N)c1
  -13% | -5 | 21% | 10% | -2% | 0% | -7% | 0 | 1% | 0% | 0%
